Source: PubChem
GPR35 arrestin U2OS: inhibition of zaprinast-stimulated GPR35 beta-arrestin translocation – imaging, U2OS, beta-arrestin-GFP, zaprinast agonist, primary screen (AID 2058); U2OS GPR35 beta-arrestin-GFP translocation imaging, zaprinast antagonism; higher % means a stronger effect; inhibition, % at 10 µM, or IC50 in µM where a hit was titrated; 290,000 compounds, 0.052% hits;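 active = inhibition of at least 50% with at least 30 cells and total cytoplasm GFP at most 10,000,000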
NTR1 agonist: agonists of NTR1, primary screen, imaging, U2OS cells, beta-arrestin-GFP, high content (AID 493036); P30989; NTR1-U2OS beta-arrestin-GFP spot imaging, agonist mode; activation, % at 20 µM; 330,000 compounds, 0.17% hits;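 active = activation at or above 40% of the spot to cytoplasm intensity ratio, with at least 20 cells analyzed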;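 also: 0% = DMSO without peptide and 100% = 100 nM NTR1 peptide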
Target sequence (P30989 whole entry, looked up): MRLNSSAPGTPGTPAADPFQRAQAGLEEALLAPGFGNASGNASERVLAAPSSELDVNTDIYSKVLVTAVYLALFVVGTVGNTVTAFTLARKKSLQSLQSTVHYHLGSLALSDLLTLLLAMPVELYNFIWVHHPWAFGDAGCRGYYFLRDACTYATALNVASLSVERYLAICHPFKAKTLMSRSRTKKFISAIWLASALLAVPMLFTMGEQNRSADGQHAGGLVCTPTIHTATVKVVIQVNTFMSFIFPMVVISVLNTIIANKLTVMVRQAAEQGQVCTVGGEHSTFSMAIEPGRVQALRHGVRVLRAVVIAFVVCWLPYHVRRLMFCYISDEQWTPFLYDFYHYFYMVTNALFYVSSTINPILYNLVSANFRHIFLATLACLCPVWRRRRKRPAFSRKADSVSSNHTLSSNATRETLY
T cell HTS: T cell immune modulators affecting CD8 T cell-vesicle binding; calls only at 7 µM; 330,000 compounds, 0.068% hits; 2C CD8+ T cell-vesicle binding, flow cytometry; active compounds read low;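 active = response, share of CD8 T cells binding vesicles, and their 90th percentile fluorescence all below set limits, cut at about 80% in these data, passing the limit was not always enough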
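Material: 2C TCR transgenic mouse naive CD8+ T cells, MACS-purified. Also added: QL9-charged Drosophila Ld/ICAM-1/B7-1 vesicles. Timing: binding 1.5 h at 37 °C. Measured by: high-throughput flow cytometry with anti-B7-1 and anti-CD8 staining. Read-out: percent CD8+ FL2 mean versus row control. Controls: Unloaded micro-vesicles (low), QL9 vesicles with 0.7% DMSO (high).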
LYP phosphatase: PTPN22 lymphoid phosphatase activity blockers – biochemical, fluorescence intensity, uHTS (AID 1779); recombinant LYP phosphatase, fluorescence intensity; higher % means a stronger effect; inhibition, % at 11.5 µM; hits with a dose series show IC50 in µM; 290,000 compounds, 0.054% hits; in the data active = inhibition above about 50%;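 also: plate controls were vehicle with enzyme for no effect and no enzyme for full effect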
GPR55 beta-arrestin: GPR55 agonists via beta-arrestin recruitment, primary screen, imaging, U2OS cells, beta-arrestin-GFP redistribution (AID 1961). one-dose activation, % at 10 µM; EC50 in µM for titrated hits. 290,000 compounds, 0.048% hits. U2OS GPR55 beta-arrestin-GFP redistribution imaging; higher % means a stronger effect;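 active = activation above 40% with more than 50 cells counted in the well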;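 also: U2OS osteosarcoma cells stably expressing GPR55 and beta-arrestin-GFP; plate controls were DMSO negative control for no effect and LPI positive control for full effect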
Large T inhibition: TAg ATPase/helicase activity blockers – biochemical (AID 1903); SV40 large T antigen ATPase/helicase inhibition assay; higher % means a stronger effect; inhibition, % at 20 µM; hits with a dose series show IC50 in µM; 310,000 compounds, 0.39% hits; in the data active = a potency from the dose series; also: strong numbers were not always called active
Hep lipid drop: hepatic lipid droplet formation modulation; AML12 mouse hepatocytes, oleate lipid droplets, BODIPY imaging; 240,000 compounds, 0.4% hits; inhibition, % at 6.5 µM; AID 1656;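 active = lipid droplet intensity inhibited by at least 50%, with more than 500 cells counted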
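Assay system: AML12 hepatocytes (mouse) / Also added: 100 µM oleic acid challenge / Times: overnight treatment with compound plus oleate / Detection: high-content imaging of BODIPY-stained droplets and DAPI nuclei / Evaluation: % inhibition of lipid droplet signal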
MgcRacGAP inhibition: MgcRacGAP GTPase-activating activity inhibitors, confirmation, biochemical, ADP Hunter fluorescence | MgcRacGAP-stimulated Rac1 GTP hydrolysis, ADP Hunter fluorescence; higher % means a stronger effect; GST-tagged Rac1 F28L mutant substrate | inhibition, % at 30 µM; hits with a dose series show IC50 in µM | 340,000 compounds, 0.6% hits | AID 624330;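 active = first-screen hits whose inhibition reached a set limit at any dose in the follow-up dose series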;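 also: fluorescence reports GDP produced by GAP-driven GTP hydrolysis; strong numbers were not always called active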
GPR55 LPI antagonism: GPR55 antagonists blocking LPI-driven arrestin recruitment, primary screen, imaging, U2OS, beta-arrestin-GFP, LPI agonist (AID 2013) | U2OS GPR55 beta-arrestin-GFP translocation imaging, LPI antagonism; higher % means a stronger effect | inhibition, % at 10 µM; hits with a dose series show IC50 in µM | 290,000 compounds, 0.13% hits;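 active = spots per cell inhibited over 60%, with over 100 cells counted and total cytoplasm intensity under 500,000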;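 also: U2OS cells stably carrying GPR55 and arrestin-GFP stimulated by 5 µM LPI near EC80; imaged beta-arrestin-GFP aggregate spots per cell after agonist stimulation; plate controls were LPI-stimulated DMSO wells for no effect and DMSO wells without LPI for full effect; some results filed as inactive read as strong as hits; confirmed hits need IC50 under 10 µM and bright autofluorescent wells are also inconclusive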
Hep lipid drop cells 6.5 µM: recorded beside Hep lipid drop, whose call it bears; cell count; measured here: cell count, cytotoxicity flag;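 cells counted across two imaged fields per well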
T cell HTS vesicle-bound %: recorded beside T cell HTS, whose call it bears; double positive events, %; measured here: CD8+ vesicle-bound cell fraction;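 binding gate set so that unloaded-vesicle control wells show 10% double positive cells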
NTR1 agonist cell count 20 µM: recorded beside NTR1 agonist, whose call it bears; cell count; measured here: cell count, cytotoxicity flag
The depositor's hits bear a star; i = inactive; nt = not tested or not shown.

SMILES	GPR35 arrestin U2OS	NTR1 agonist	NTR1 agonist cell count 20 µM	T cell HTS	T cell HTS vesicle-bound %	LYP phosphatase	GPR55 beta-arrestin	Large T inhibition	Hep lipid drop	Hep lipid drop cells 6.5 µM	MgcRacGAP inhibition	GPR55 LPI antagonism
CCN(C1CCCCC1)S(=O)(=O)c1cc2c3c(c1)CCN3C(=O)CC2	nt	0.0	62	i	39	nt	nt	12%	nt	nt	4%	nt
CCCN1CCN(C(=O)CN2C(=O)COc3ccc(S(=O)(=O)N(CC)CC)cc32)CC1	-8%	-1.6	52	i	11	-9%	-0.1%	7%	3	731	-23%	10%
O=C(Nc1ccc(C(=O)N2CCN(c3ccccc3F)CC2)cc1)C1=CSCCO1	3%	1.2	58	i	26	-3%	-0.4%	6%	6	725	3%	5%
O=C(NCC(c1ccco1)N1CCc2ccccc21)c1cccc(F)c1 (centres undefined)	nt	1.5	55	i	38	nt	nt	10%	nt	nt	5%	nt
CCNc1nc(NCC)nc(Oc2ccc(OCc3ccccc3)nn2)n1	-10%	-1.3	46	i	50	-1%	0.2%	-1%	6	722	nt	6%
C[C@@H]1CC=C[C@H]2[C@H]1C(=O)N(Cc1ccccc1)[C@H]2c1ccc(F)c(-c2ccc(N(C)C)cc2)c1	18%	-2.2	97	i	43	3%	0.8%	1%	15	712	12%	6%
CCCn1c(N2CCN(CC(=O)NCc3cccs3)CC2)nc2ccccc21	-7%	0.6	89	i	34	-2%	0.5%	11%	-39	680	-4%	15%
O=C(CCn1nnnc1CN1CCOCC1)N1CCC(c2cccc(Cl)c2)C1 (centres undefined)	1%	-0.7	67	i	72	3%	0.0%	6%	-4	697	5%	18%
CC(=O)c1cccc(NC(=O)CN(c2ccc(F)cc2)S(C)(=O)=O)c1	5%	0.7	40	i	9	-5%	-0.2%	30%	nt	nt	11%	9%
Cc1cccc(OC(C)C(=O)NC2CCS(=O)(=O)C2)c1C (centres undefined)	4%	1.2	62	i	21	-5%	-0.1%	0%	0	793	2%	-8%
COc1ccc(/C=C/C(=O)C23CC4CC(CC(C4)C2)C3)cc1CN1CCOCC1	-4%	1.6	84	i	56	-4%	0.2%	8%	5	739	2%	12%
CN(C)S(=O)(=O)c1cccc(COc2ccccc2C(=O)Nc2ccccc2)c1	7%	3.4	52	i	64	2%	0.5%	7%	10	699	6%	11%
CCN(CC(=O)Nc1ccc2c(c1)OCCO2)C(=O)c1cc(=O)[nH]c2ccccc12	nt	1.1	46	i	32	nt	nt	10%	nt	nt	-1%	nt
COCCNC(=S)N(CCc1c(C)[nH]c2ccc(F)cc12)Cc1ccco1	1%	7.7	84	i	45	-13%	-0.1%	6%	-6	852	-3%	-7%
Cc1ccc(NS(=O)(=O)c2c(C)[nH]c(=O)[nH]c2=O)cc1F	15%	-0.5	95	i	29	-7%	-0.3%	13%	8	825	5%	5%
O=C(NC(=S)NNC(=O)c1cccs1)c1ccc(Br)o1	-4%	2.0	51	i	28	-3%	-0.1%	13%	-2	748	17%	19%
Cc1nonc1NC(=O)OCCN1CCOC1=O	4%	0.0	65	i	21	-3%	0.3%	9%	nt	nt	11%	23%
CCOC(=O)C1(CCOC)CCN(C(=O)c2sccc2C)CC1	3%	0.2	61	i	29	-9%	-0.1%	7%	-5	660	12%	7%
O=C1CC(N2CCC(c3nc4ccccc4o3)CC2)C(=O)N1c1ccc(F)cc1 (centres undefined)	-7%	0.4	46	i	37	-1%	-0.1%	-6%	3	680	1%	9%
CC1=C(C(=O)OCCNC(=O)c2ccccc2O)C(c2ccccc2[N+](=O)[O-])C(C(=O)OCC2CCCO2)=C(C)N1 (centres undefined)	-4%	3.9	69	i	15	-6%	0.0%	0%	2	628	7%	30%
CCOC(=O)C1CCN(C(=O)CCC(=O)NCCc2ccc(Cl)cc2)CC1	6%	-1.8	64	i	53	-7%	-0.4%	10%	7	797	7%	-11%
OC(COc1ccc2cc(Br)ccc2c1)CN1CCOCC1 (centres undefined)	-6%	-0.8	63	i	39	-7%	-0.4%	2%	-4	732	10%	2%
COc1ccc(-c2nnnn2CCc2ccccc2)cc1	14%	2.5	45	i	22	-6%	-0.3%	3%	-15	602	9%	9%
CN1CCN(CC(=O)Nc2cccc([N+](=O)[O-])c2)CC1	-1%	-0.8	46	i	36	2%	-0.1%	14%	-4	668	8%	-5%
COc1ccc(C(O)c2nc3ccccc3n2C(C)C)cc1 (centres undefined)	15%	-0.4	59	i	35	-1%	0.9%	23%	1	713	-1%	-8%
C/C(=N\Nc1ccc([N+](=O)[O-])cc1[N+](=O)[O-])C(C)C(C)C (centres undefined)	-3%	2.7	54	i	25	1%	-0.3%	3%	29	693	5%	3%
Cc1noc(C)c1CSCC(=O)Nc1ccc(OC(F)F)c(Cl)c1	nt	0.4	49	i	31	nt	nt	13%	nt	nt	4%	nt
CNS(=O)(=O)c1ccc(NC(=S)Nc2ccc3c(c2)OCO3)cc1	-12%	0.3	45	i	63	-1%	-0.1%	4%	-1	709	19%	-2%
Cc1ccc(N2CC(O)=C(c3nc4ccccc4c(=O)[nH]3)C2=N)cc1C	11%	-1.0	53	i	51	-2%	0.0%	-1%	2	723	6%	7%
COC(=O)Cc1ccc(NC(=S)NCc2ccc(S(N)(=O)=O)cc2)cc1	15%	-1.8	41	i	55	-4%	0.3%	13%	-8	829	4%	-1%
CCn1c(N2CCN(C(=S)NCC(C)C)CC2)nc2ccccc21	-11%	1.4	34	i	17	-2%	-0.3%	1%	-22	570	5%	-16%
COc1ccccc1NC(=O)CCC(=O)Nc1cc(OC)c(NC(=O)c2cccs2)cc1OC	-10%	-1.4	53	i	60	-5%	0.2%	6%	15	732	8%	-2%
COc1ccc(OCC(O)CNC(=O)c2c(-c3ccccc3)noc2C)cc1 (centres undefined)	0%	-1.4	47	i	36	-1%	0.0%	14%	nt	nt	5%	12%
CC(=O)N=c1sccn1CC(=O)c1ccc([N+](=O)[O-])cc1	2%	1.5	82	i	11	-4%	0.4%	1%	nt	nt	5%	6%
Fc1ccc(CN2CCCN(C(=S)Nc3ccc(F)cc3)CC2)cc1	2%	-0.8	48	i	32	-2%	-0.2%	8%	-3	675	-5%	-6%
Cc1cc(C)c(NC(=S)N(CCN(C)C)Cc2cccs2)c(C)c1	13%	-0.6	64	i	20	-8%	0.6%	6%	-12	751	1%	-12%
COc1ccc(-c2noc(=O)n2Cc2ccccc2F)cc1	3%	0.3	77	i	13	-7%	0.2%	4%	-4	839	10%	0%
Cc1cc(C)nc(S/C=C/C(=O)c2ccccc2)n1	9%	14	39	i	16	-2%	-0.1%	11%	-11	706	17%	-4%
Cc1oc2c(C)c3oc(=O)c4c(c3cc2c1C)CCCC4	-4%	1.0	48	i	12	0%	-0.2%	6%	nt	nt	1%	-4%
COc1ccc(CCNC(=O)CC(Cc2ccc(C)cc2)C(=O)O)cc1OC (centres undefined)	3%	1.6	60	i	38	-3%	0.3%	17%	40	743	5%	7%
Cc1cc(=O)oc2cc(OCC(=O)Nc3c(Cl)cccc3C(F)(F)F)ccc12	17%	-0.7	151	i	16	-9%	-0.1%	7%	0	805	2%	12%
COc1ccc(C(NC(=O)C(C)C)c2ccc3cccnc3c2O)cc1 (centres undefined)	0%	1.2	70	i	10	-3%	1.1%	19%	-1	695	1%	4%
O=C(CN(Cc1cccs1)C(=O)CNS(=O)(=O)c1ccccc1)NCc1ccco1	-10%	nt	nt	nt	nt	-4%	0.2%	1%	-8	682	1%	7%
COCC(=O)Nc1nc(-c2ccccc2)c(C)s1	-2%	-1.6	59	i	27	-3%	-0.1%	1%	nt	nt	4%	3%
O=C(NNC(=O)c1cc(-c2ccccc2)n(-c2ccccc2)n1)c1cccc([N+](=O)[O-])c1	1%	4.2	36	i	28	1%	0.3%	8%	-6	674	8%	-7%
Cn1c(SCC(=O)NC2CCCC2)nnc1-c1ccc(S(=O)(=O)N2CCOCC2)cc1	-8%	-1.0	53	i	20	-4%	0.1%	5%	11	623	9%	0%
CCc1cccc(Nc2c([N+](=O)[O-])cc(C(=O)N3CC(=O)Nc4ccccc43)cc2[N+](=O)[O-])c1	-12%	2.4	77	i	59	6%	-0.3%	17%	-6	670	9%	7%
CCC(=O)Nc1nnc(-c2cccs2)s1	4%	-0.4	91	i	50	0%	-0.1%	5%	13	708	-5%	2%
CCOc1ccc(CSC(=N)N)cc1	2%	0.0	41	i	53	-9%	-0.3%	5%	7	609	0%	-24%
Cc1ccc(N=C2NC(=O)/C(=C/c3cccnc3)S2)cc1C	5%	1.4	29	i	18	-2%	0.0%	24%	3	733	-10%	-12%
Cc1ccc(-c2noc(CN3C(C)CCCC3C)n2)cc1 (centres undefined)	-9%	5.5	43	i	55	0%	-0.2%	-1%	-9	636	1%	-14%
COc1ccc(N(CC(=O)NCc2ccccc2)S(C)(=O)=O)cc1	-8%	1.8	68	i	40	-6%	-0.3%	12%	0	720	4%	0%
CCn1ccc(C(=O)Nc2ccc(N(C)C(C)=O)cc2)n1	10%	-1.1	41	i	15	-4%	-0.2%	3%	nt	nt	9%	0%
CCCCCNC(=O)C1CC(=O)OC12CCCCC2 (centres undefined)	5%	0.2	57	i	54	-4%	0.2%	21%	-11	686	4%	11%
O=C(NCc1ccc2c(c1)OCO2)C1CC(c2ccccc2O)=NO1 (centres undefined)	4%	0.1	50	i	29	-5%	0.0%	7%	2	780	11%	-4%
